GRIN3A LBD mod: modulators (binders) of human NR3A ligand-binding domain; NR3A LBD differential scanning fluorimetry, Tm shift; 0% = protein alone, 100% = glycine-bound protein; Tm shift relative to glycine control, % at 25 µM; 2.5% of 340,000 active; AID 1259313;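 active means melting temperature shift of at least 10% of the positive control shift, at one fixed dose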
Mdm2 MdmX PPI: inhibitors of human Mdm2/MdmX interaction. O15151+Q00987. SaOS-2 split-luciferase Mdm2/MdmX complementation, luminescence. inhibition, % at 8 µM. 3% of 330,000 active;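 active means inhibition of at least 50% at 8 µM in the primary screen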
Target sequence (O15151 whole entry, looked up): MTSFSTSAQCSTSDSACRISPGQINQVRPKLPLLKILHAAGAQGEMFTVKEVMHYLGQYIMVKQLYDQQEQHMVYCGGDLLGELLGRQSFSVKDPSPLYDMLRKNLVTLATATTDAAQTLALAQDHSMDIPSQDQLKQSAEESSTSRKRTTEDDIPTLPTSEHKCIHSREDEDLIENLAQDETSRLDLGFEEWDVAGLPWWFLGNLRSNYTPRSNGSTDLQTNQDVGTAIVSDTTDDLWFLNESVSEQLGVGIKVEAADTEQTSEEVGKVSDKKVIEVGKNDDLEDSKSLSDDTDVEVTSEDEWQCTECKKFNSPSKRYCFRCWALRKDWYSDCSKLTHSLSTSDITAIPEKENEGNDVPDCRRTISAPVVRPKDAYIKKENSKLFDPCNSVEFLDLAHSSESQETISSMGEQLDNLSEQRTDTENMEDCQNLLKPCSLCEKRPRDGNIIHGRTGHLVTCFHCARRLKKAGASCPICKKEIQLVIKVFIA
Target sequence (Q00987 whole entry, looked up): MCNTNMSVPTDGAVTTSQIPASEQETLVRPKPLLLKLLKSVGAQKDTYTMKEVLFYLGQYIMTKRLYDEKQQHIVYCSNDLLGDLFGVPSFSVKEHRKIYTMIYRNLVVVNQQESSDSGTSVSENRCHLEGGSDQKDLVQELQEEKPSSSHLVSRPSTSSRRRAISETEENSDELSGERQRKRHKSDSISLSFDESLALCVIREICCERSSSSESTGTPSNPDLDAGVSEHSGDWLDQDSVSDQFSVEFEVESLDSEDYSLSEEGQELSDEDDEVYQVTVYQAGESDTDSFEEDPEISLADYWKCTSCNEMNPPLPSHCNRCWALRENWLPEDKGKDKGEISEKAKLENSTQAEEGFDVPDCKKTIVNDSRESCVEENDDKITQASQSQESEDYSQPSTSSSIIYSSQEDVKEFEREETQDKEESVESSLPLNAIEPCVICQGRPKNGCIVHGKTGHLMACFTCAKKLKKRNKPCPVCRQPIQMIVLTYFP
tim10-1 inh: tim10-1 yeast growth inhibition. S. cerevisiae tim10-1 ts strain growth, BacTiter-Glo, 24 h. inhibition, % at 20 µM. 2.2% of 330,000 active;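 active means inhibition of at least 40%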;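 further: mutant grown at 25 °C; 0% = DMSO wells with yeast and 100% = wells holding no yeast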
UPR CHOP act: apoptotic UPR (CHOP) activation; CHO-CHOP luciferase reporter, luminescence; percent of tunicamycin response over DMSO baseline; activation, % at 10 µM; 0.34% of 330,000 active; AID 449763;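 active means at 10 µM dose, activation of 40% or more, normalized to positive control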;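 further: 100% = tunicamycin at 10 µg/mL and 0% = DMSO alone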
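Test system: CHO-CHOP cells, stable luciferase reporter of PERK-eIF2a-CHOP signalling | Quantity: 500 CHO-CHOP cells per well | Buffer or medium: F12 plus 10% serum | Compound dosing: 10 µM single point, 0.5% DMSO | Schedule: 6 h compound treatment, 37 °C | Signal: Luciferase luminescence | Control set: Tunicamycin high control, DMSO low control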
NALP3 yeast inh: NALP3 inhibition in yeast; inhibition, % at 10 µM; Yeast reconstituted NLRP3/ASC/caspase-1, beta-gal luminescence, 24 h; 0.39% of 330,000 active; AID 2825;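 active means inhibition of 50% or more; inactive means inhibition below 50%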;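 further: plate controls were induced DMSO wells for no effect and uninduced yeast grown without galactose for full effect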
APJ agonist: APJ receptor agonism; activation, % at 20 µM; CHO-K1 APJ PathHunter beta-arrestin, luminescence; 0% DMSO wells, 100% apelin; 0.11% of 330,000 active; AID 2520;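 active means activation more than six SD over the plate average, tested at 20 µM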;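 further: 0% = DMSO alone and 100% = apelin-13 at 10 nM; some results filed as inactive read as strong as hits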
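Test system: CHO-K1 APJ beta-arrestin complementation cell line. Amount: cell density 1000 per well. Controls: DMSO negative, 10 nM Apelin-13 positive. Signal: luminescent beta-gal fragment complementation, chemiluminescent substrate. Read-out basis: agonist-driven arrestin binding to APJ. Timing: compound stimulation 90 min at 25 °C, detection 60 min.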
XBP1 UPR activ: activators of adaptive arm of unfolded protein response (XBP1) | activation, % at 20 µM | 0.33% of 330,000 active | CHO-XBP1 luciferase reporter, IRE1-XBP1 UPR activation, luminescence; percent of tunicamycin response, DMSO as zero;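 active means versus positive control, 20 µM dose yields 30% or more activation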;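 further: 100% = tunicamycin at 10 µg/mL and 0% = DMSO only wells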
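Assay system: CHO-XBP1 luciferase reporter cells; Schedule: 6 h treatment, 37 °C; Detection: glow luminescence from Steady-Glo reagent; Benchmarks: high control tunicamycin 10 µg/mL final, low control DMSO vehicle only.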
tim23-1 inh: growth inhibitors of tim23-1 mutant yeast | S. cerevisiae tim23-1 growth, BacTiter-Glo luminescence, 24 h | inhibition, % at 20 µM | 1.3% of 330,000 active | AID 463212;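 active means growth inhibition of the mutant yeast at or above 50%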;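 further: temperature-sensitive mutant grown at 25 °C; plate controls were DMSO-treated mutant yeast for no effect and medium wells lacking yeast for full effect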
TIM10 inh: TIM10 yeast growth inhibition | 1.4% of 330,000 active | inhibition, % at 10 µM | AID 463195 | S. cerevisiae TIM10 strain growth, BacTiter-Glo luminescence, 24 h;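 active means inhibition of 40% or more at the single tested concentration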;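 further: wild-type TIM10 isogenic control strain grown at permissive 25 °C; 0% = DMSO yeast wells and 100% = minimal medium wells without yeast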
The depositor's hits bear a star; · = no result given.

SMILES	GRIN3A LBD mod	Mdm2 MdmX PPI	tim10-1 inh	UPR CHOP act	NALP3 yeast inh	APJ agonist	XBP1 UPR activ	tim23-1 inh	TIM10 inh
CCOc1ccc(CCNC(=O)COC(=O)c2cccnc2OCC)cc1OCC	1	27	18	-2.7	17	0	1	17	20
O=C(NCc1ccccn1)c1n[nH]c2ccccc12	1	-4	11	4.6	-4	-1	2	2	2
Cc1sc2ncn(CC(=O)NCC3COc4ccccc4O3)c(=O)c2c1S(=O)(=O)N1CCOCC1 (centres undefined)	-3	-34	10	1.9	-6	-2	6	15	-2
COc1ccccc1C(=O)N/N=C(\C)CC(=O)Nc1ccccc1NC(C)=O	-6	19	-6	-1.2	10	0	-5	1	-5
Cc1csc(NC(=O)C2C3C=CC(O3)C2C(=O)O)n1 (centres undefined)	-2	28	10	0.5	5	-2	-2	11	-7
O=C1Nc2ccccc2CCc2ccccc21	1	-7	11	-0.6	6	-2	4	12	4
CCCn1c(C2CCCN2c2nc(C)cs2)nc2cc(Cl)c(Cl)cc21 (centres undefined)	2	-1	35	1.4	11	-7	-2	13	26
Cn1/c(=N/N=C/c2ccc(Cl)c([N+](=O)[O-])c2)sc2ccccc21	-4	-28	14	3.8	16	-3	3	-7	4
CCCc1cc(=O)oc2cc3occ(C)c3cc12	1	13	-10	-2.8	30	5	3	7	-9
CCCCn1c(N)c(N(CCC(C)C)C(=O)COC(=O)c2cccnc2Cl)c(=O)[nH]c1=O	0	-28	11	-1.4	18	-2	-3	11	1
O=C(COc1ccc(F)cc1)N1CCC(c2ccccc2)C1 (centres undefined)	-2	7	26	6.0	-9	-5	2	8	18
COc1ccc(N(C(=O)Cn2nnc3ccccc32)C(C(=O)NC(C)(C)C)c2ccc(OC)c(O)c2)cc1 (centres undefined)	3	-16	0	1.1	10	-3	0	9	-2
CCNC(=O)Cn1c(=O)c2c(ncn2Cc2ccccc2)n(Cc2ccccc2)c1=O	0	1	11	-1.9	18	5	-1	10	-12
COc1cc(N2C(=O)NC3CC2(C)Oc2ccccc23)cc(OC)c1OC (centres undefined)	0	38	23	-0.1	6	6	2	25	11
O=C(C1CCC(CNc2c(N3CCCCC3)c(=O)c2=O)CC1)N1CCc2ccccc2C1 (centres undefined)	0	-7	1	1.4	15	0	-1	3	-1
O=C(N/N=C/c1ccc(OC(=O)c2cccc(Br)c2)cc1)c1cccnc1	-3	-2	-14	4.6	20	-1	4	-7	9
CCc1ccc(/C=C/c2c([N+](=O)[O-])c(=O)n(C)c(=O)n2C)cc1	0	64*	40*	-1.3	34	-3	2	41	39
CC(C)CCN1CCN(Cc2ccsc2)CC1CCO (centres undefined)	0	-5	-5	-0.4	13	-4	-1	-10	-7
CC(=O)OCCN1C(=O)c2ccc(-c3nc4ccccc4c(=O)o3)cc2C1=O	0	12	16	1.2	14	-4	-4	20	18
Cc1ccc(N(C)S(=O)(=O)c2c(C)noc2/C=C/N(C)C)cc1	6	13	22	-0.5	18	2	-4	35	26

Single entries from the list:
CCc1ccc(/C=C/c2c([N+](=O)[O-])c(=O)n(C)c(=O)n2C)cc1 @ GRIN3A LBD mod: 0
COc1cc(N2C(=O)NC3CC2(C)Oc2ccccc23)cc(OC)c1OC (centres undefined) @ NALP3 yeast inh: 6
O=C(COc1ccc(F)cc1)N1CCC(c2ccccc2)C1 (centres undefined) @ NALP3 yeast inh: -9
COc1ccc(N(C(=O)Cn2nnc3ccccc32)C(C(=O)NC(C)(C)C)c2ccc(OC)c(O)c2)cc1 (centres undefined) @ TIM10 inh: -2

(next part)
SMILES	GRIN3A LBD mod	Mdm2 MdmX PPI	tim10-1 inh	UPR CHOP act	NALP3 yeast inh	APJ agonist	XBP1 UPR activ	tim23-1 inh	TIM10 inh
O=C(NCCc1ccccc1)C1CCCN(C(=O)Nc2ccc(F)cc2)C1 (centres undefined)	-1	-2	-38	1.8	18	0	-1	5	-1
COC(=O)CNC(=O)COC(=O)c1ccc(Cl)nc1	-3	19	-1	-0.5	14	-1	-3	18	-25
Cc1ccc(C2(C(F)(F)F)NC(=O)N3N=C4CCCCCN4C3=C2C#N)cc1 (centres undefined)	0	-11	21	-0.9	18	0	-1	1	16
O=C(CN(c1cccc(C(F)(F)F)c1)S(=O)(=O)c1ccccc1)N1CCOCC1	1	4	18	0.1	-1	4	2	10	12
COc1ccc(CNCc2cn(-c3cccc(F)c3)nc2-c2ccc(C)o2)cc1	-1	52*	-20	2.4	18	-6	2	25	6
Nc1nc(NCc2ccccc2)n(-c2ccccc2)n1	-3	1	-9	0.9	12	-1	1	3	0
CC(C)(C)c1ccc(C(=O)Nc2ccc(CC(=O)O)cc2)o1	1	27	9	-8.8	-1	-3	-5	-1	-3
COc1ccc(S(=O)(=O)NC2CC(C)(C)NC(C)(C)C2)c2ccccc12	-1	17	-7	1.3	20	-5	-1	-6	-1
CCc1ccc2[nH]c(=O)c(-c3ccccc3)c(O)c2c1	2	0	20	-1.1	8	-6	-2	18	5
O=C1C(Cc2ccccc2)Nc2ncnc(N3CCc4ccccc4C3)c2N1Cc1ccc(Cl)cc1 (centres undefined)	-30	56*	33	18	20	2	5	46	33
COc1ccc(C(=O)Nn2c(CC(C)C)nc3cc(OC)c(OC)cc3c2=O)c(OC)c1	-1	19	5	-1.9	16	-3	0	22	5
Cc1ccc(S(=O)(=O)NCC(=O)OCc2cc(=O)oc3cc(C)ccc23)cc1	0	3	14	1.6	11	-3	0	24	5
O=C(COC(=O)[C@H](Cc1ccccc1)NC(=O)c1ccco1)Nc1ccccc1OC(F)F	1	18	-6	1.3	14	-2	-2	8	-2
COc1cccc(CNC(=O)CCCSc2ccccc2)c1	0	9	15	-0.3	23	-4	-1	12	-6
Cc1ccc(Nc2nc(N)nc(CN3CCN(Cc4ccc5c(c4)OCO5)CC3)n2)c(C)c1	0	-1	19	-0.6	11	0	-1	7	8
CN(CCc1ccccc1)C1CCCN(C(=O)Cn2cccn2)C1 (centres undefined)	0	24	-8	-1.8	6	-5	-3	-1	-1
CCN(CC)c1ccc(NS(=O)(=O)c2ccc(OC)cc2)cc1	-1	-15	17	-1.0	4	1	-2	29	-11
COc1cccc2cc(C(=O)NC(C)c3ccccc3)c(=O)oc12 (centres undefined)	-1	-4	18	4.2	14	-1	7	14	9
O=C1/C(=C/c2ccccc2Cl)SC(=S)N1CCC(=O)N1CCCCC1CCO (centres undefined)	2	53*	46*	1.7	11	6	-4	49	29
Cc1cc(Cl)cc(C)c1OCCCCn1ccnc1	3	-19	19	-0.6	4	-4	1	11	5
O=S1(=O)[C@H]2C[C@@H]3CC[C@]2(CN1Cc1cccc(F)c1)O3	-1	6	9	-0.7	6	7	0	15	16
O=C(Nc1ccc(Oc2cccnc2)cc1)C1CCN(Cc2ccccc2)CC1	-2	24	-20	-0.6	26	0	-6	-16	-38
CCN(CC(=O)Nc1ccc(NC(C)=O)cc1)C(=O)CSCC(=O)Nc1ccc(C)cc1	1	20	5	2.2	0	-3	-3	2	4
CCOc1ccccc1NC(=O)Cn1c(=O)n(CCC(=O)NC2CCCC2)c(=O)c2ccccc21	·	47	2	-1.1	4	0	-1	5	0
O=C(CCn1cnc2ncccc2c1=O)N1CCN(c2cccc(Cl)c2)CC1	-1	11	-9	-2.5	5	-3	0	-8	-3
CSc1c(-c2ccccn2)c(N)nn1C(=O)C1CC1	0	2	0	-0.2	20	0	-1	23	13
Cc1ccc(N2CCN(C(=O)c3ccccc3Br)CC2)c(C)c1	3	11	40	0.5	-3	-1	0	49	21
COc1ccc(/C=C/C(=O)NCC2COc3ccccc3O2)c(OC)c1 (centres undefined)	-1	-25	33	7.2	-1	-1	-2	30	15
CC(C)(C)NC(=O)C[C@H]1C[C@H](C(=O)N2CCCCC2)[C@@]2(C)c3[nH]c4ccc(Cl)cc4c3CCN2C1=O	0	-34	15	2.0	·	·	1	36	4
CN(CCC#N)C(=O)COC(=O)[C@H](Cc1ccccc1)N1C(=O)c2ccccc2C1=O	1	3	16	0.8	18	-1	4	15	10
COc1ccc(NC(=O)c2ccc3c(c2)OCO3)cc1	0	-60	13	1.3	12	0	-6	14	16
CCOc1ccc(NC(=O)CN(C)C(=O)c2cc([N+](=O)[O-])ccc2N2CCOCC2)cc1OCC	-3	5	-4	0.0	22	2	0	-5	-3
O=C(CNC(=O)c1cccs1)c1ccc(Cl)cc1	-2	-119	-27	-0.7	4	-2	-10	2	11
COc1ccc(OC)c(NC(=O)CCN2CCN(c3ccccc3OC)CC2)c1	0	8	-10	0.8	8	-4	-5	0	4
O=C(NCCC1=CCCCC1)N[C@@H](Cc1ccccc1)C(=O)O	2	-10	9	-2.5	22	-5	-2	14	7
CCN(CC(=O)NCc1cccs1)C(=O)/C=C/c1cccc(Cl)c1Cl	-1	19	8	-0.4	12	0	-4	8	9
Cc1cc2oc(=O)cc(CN3CCCCC3C)c2cc1C (centres undefined)	1	20	21	-0.1	5	-4	-4	20	10
COc1cccc(NC(=O)CN(C)C(=O)C(Sc2ccccc2)c2ccccc2)c1 (centres undefined)	-22	-3	23	0.0	8	16	-1	29	10
COc1ccccc1-n1nnnc1SCC(=O)NC1CCCC1	5	33	1	-3.0	12	-1	-2	14	5
CCOc1ccc(NC(=O)CCSc2nc3c(c(CC)c2C#N)C(=O)CC(C)(C)C3)cc1	2	9	9	-3.6	18	-4	-3	24	2
COc1cc2c(cc1OC)-c1c(OC)c(OC)cc3ccnc(c13)C2=O	-15	30	28	-2.2	25	9	1	29	21
O=C(/C=C\c1ccco1)Nc1ccc(N2CCN(C(=O)c3ccccc3)CC2)cc1	-8	1	42*	0.9	16	1	-2	41	18
Cc1ccc2[nH]c(=O)c(CN(Cc3ccccc3)Cc3nnnn3C3CCCC3)cc2c1	5	-13	31	4.1	6	10	-2	38	34
COc1ccc([N+](=O)[O-])cc1NC(=O)CSc1nc(C)cc(C)n1	2	7	19	-2.2	8	-4	0	2	1
Clc1ccc(-c2nnc(COc3ncnc4ccccc34)o2)cc1	-1	-31	-6	2.9	30	0	-1	32	11
CC1=NN(c2ccc(F)cc2)C(=O)C1C(c1cccc(O)c1)c1c(C)[nH]n(-c2ccc(F)cc2)c1=O (centres undefined)	6	5	32	-0.9	7	-3	0	36	30
CC(C)c1ccc(Nc2ncccc2C(=O)O)cc1	9	-69	-1	2.8	2	-3	-2	-1	5
CCc1ccc(C(=O)C(C)OC(=O)c2nn(C)c(=O)c3ccccc23)cc1 (centres undefined)	4	8	21	-1.1	0	-5	-5	9	12
COc1cc2c(cc1O)[C@@H]1Cc3cc(O)c(OC)cc3[C@H](C2)N1C	-1	-10	5	-0.5	12	8	1	14	1
O=C(O)c1ccccc1CSc1nnnn1-c1ccccc1	2	6	-3	3.4	7	-2	-5	-1	6

Reformatted: entries from further up.
SMILES | GRIN3A LBD mod | Mdm2 MdmX PPI | tim10-1 inh | UPR CHOP act | NALP3 yeast inh | APJ agonist | XBP1 UPR activ | tim23-1 inh | TIM10 inh
O=C(NCCC1=CCCCC1)N[C@@H](Cc1ccccc1)C(=O)O | 2 | -10 | 9 | -2.5 | 22 | -5 | -2 | 14 | 7
CCN(CC(=O)NCc1cccs1)C(=O)/C=C/c1cccc(Cl)c1Cl | -1 | 19 | 8 | -0.4 | 12 | 0 | -4 | 8 | 9
Cc1cc2oc(=O)cc(CN3CCCCC3C)c2cc1C (centres undefined) | 1 | 20 | 21 | -0.1 | 5 | -4 | -4 | 20 | 10

Compound activity: PubChem, Sanford-Burnham Center for Chemical Genomics
